ALOX12 inh – inhibitors of human 12S-lipoxygenase ALOX12; P18054; purified 12hLO, xylenol orange hydroperoxide absorbance; 1.1% of 580,000 active; Potency, µM (series often up to 108 µM), for inactives: at the highest dose activity change, negative = inhibition, hits mostly inhibitors; AID 1671190; note: potency is the fitted concentration of half-maximal effect; % is set by controls: 0 for no effect and ±100 for the full control effect
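Purified human 12hLO (150 nM final) in 25 mM Hepes, 0.01% Triton X-100, pH 7.0 was preincubated 15 min at room temperature with compound. Then 40 uM arachidonic acid was added, 30 min. Hydroperoxide was read by Fe-XO absorbance ratio 573/405 nm.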
ERG-DNA inh – inhibitors of human ERG Ets domain-DNA interaction. AID 624246. Potency, µM (titrated, usually from 76.9 µM), inactives show at the top dose FP activity, negative = inhibition, actives largely listed as inhibitors. fluorescence polarization, His-ERG Ets domain / labelled DNA. 0.028% of 370,000 active. P11308; active = well fitted inhibition curve with a large enough effect in the polarisation, with a control signal flat; inconclusive = small, poorly fitted or top-dose-only effect, or effect the other way, or a change in a side signal; inactive = no such curve, though single readings can be large or run the other way; the % refers to the polarisation;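 note: polarization taken with two DNA probes labelled with fluorescein and Texas red; potency is the fitted concentration of half-maximal effect; % of control where 0% means no effect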
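His-tagged ERG Ets domain (1 uM in the protein solution; 300mM KCl, 50mM Tris-HCl, 1mM EDTA, 1mM DTT, pH 7.5) received compound, then a probe mix of 5 nM fluorescein-DNA and 100nM Texas-615-DNA. Fluorescence polarization was read for both dyes.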
HP1b chromo inh – HP1-beta chromodomain-methylated histone interaction inhibition | P83916 | 0.56% of 390,000 active | Potency, µM (highest dose often 114 µM), for inactives: at the highest dose activity change, negative = inhibition, hits mostly inhibitors | AlphaScreen HP1-beta / biotin-H3K9me3 peptide binding | AID 540317; note: potency is the fitted concentration of half-maximal effect; nearly all actives have a fitted effect of over 70% in size; inactives centre near 23
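HP1-beta protein (50 nM final) preincubated 30 min at room temperature with biotinylated H3(1-18)K9me3 peptide (50 nM) in PBS pH 7.4, 0.01% Tween-20, then compound added for 30 min. AlphaScreen streptavidin donor/nickel chelate acceptor beads (10 ug/mL final), 30 min dark, luminescence read.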
GLS inh – glutaminase GLS (human) inhibition; O94925; GLS enzymatic activity, qHTS titration; Potency, µM (highest dose often 45.5 µM), for inactives: at the top dose activity change, negative = inhibition, actives largely listed as inhibitors; 0.21% of 410,000 active; AID 624170; note: potency is the fitted concentration of half-maximal effect; % is set by controls: 0 for no effect and ±100 for the full control effect
Target sequence (O94925 whole entry, looked up): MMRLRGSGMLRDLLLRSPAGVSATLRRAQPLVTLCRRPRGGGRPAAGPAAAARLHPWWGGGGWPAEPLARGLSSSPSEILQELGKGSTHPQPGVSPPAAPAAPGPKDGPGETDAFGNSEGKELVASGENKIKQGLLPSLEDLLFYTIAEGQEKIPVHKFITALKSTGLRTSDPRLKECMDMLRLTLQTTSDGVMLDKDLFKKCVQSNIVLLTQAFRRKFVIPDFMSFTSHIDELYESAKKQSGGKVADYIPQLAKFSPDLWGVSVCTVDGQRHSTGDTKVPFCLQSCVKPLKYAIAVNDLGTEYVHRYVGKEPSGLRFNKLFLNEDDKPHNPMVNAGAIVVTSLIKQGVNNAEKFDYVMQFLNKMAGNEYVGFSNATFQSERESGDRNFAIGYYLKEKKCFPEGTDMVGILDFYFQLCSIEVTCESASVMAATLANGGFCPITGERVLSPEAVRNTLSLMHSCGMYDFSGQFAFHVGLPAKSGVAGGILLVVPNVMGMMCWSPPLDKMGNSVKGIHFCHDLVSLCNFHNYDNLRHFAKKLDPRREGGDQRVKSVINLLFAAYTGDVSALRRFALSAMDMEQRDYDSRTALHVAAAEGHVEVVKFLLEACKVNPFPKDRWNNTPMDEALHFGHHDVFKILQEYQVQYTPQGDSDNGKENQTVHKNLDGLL
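Human kidney-isoform GLS in 45 mM KH2PO4 pH 8.2, 0.02% Tween-20, with compound, started with 1mM L-Glutamine (added stock). Glutamate oxidase/HRP/Amplex red coupled fluorescence read at start and after 30 min at RT.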
JMJD2A Tudor inh – inhibitors of human JMJD2A Tudor domain. AlphaScreen JMJD2A-Tudor / H3K4me3 peptide binding. Potency, µM (series often up to 114 µM), without a hit: at the top dose activity change, negative = inhibition, most hits filed as inhibitors. 4.4% of 390,000 active; note: potency is the fitted concentration of half-maximal effect; % is set by controls: 0 for no effect and ±100 for the full control effect; nearly all actives have a fitted effect of over 50% in size
RGS4 inh – blocks human RGS4-accelerated GTP hydrolysis; P49798; Transcreener GDP fluorescence polarization, RGS4-accelerated GTP hydrolysis; Potency, µM (doses to about 114 µM), without a hit: at the highest dose activity change, negative = inhibition, most hits filed as inhibitors; 0.039% of 390,000 active; AID 504845; note: potency is the fitted concentration of half-maximal effect; % is set by controls: 0 for no effect and ±100 for the full control effect; nearly all actives have a fitted effect of over 75% in size; some results filed as inactive show a strong effect at the top dose
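MLSMR compounds (23 nl, pin-transferred) preincubated 10 min at room temperature with a 500nM (2x) first reagent, then RGS4 at 900nM (2x) plus Transcreener GDP mix added; fluorescence polarization (620/688 nm) read before and after 90 min at 30 °C.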
PI4K2A inh – blocks human PI4K2A kinase activity | Q9BTU6 | purified PI4K2A, ADP-Glo luminescence, 1 h; hits give low values | activity change, negative = inhibition, % at 76.9 µM | 0.13% of 420,000 active | AID 1346378; in the data active = activity change below about -50%; inconclusive = mostly about -30% to -49%;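 note: -100% = wells without enzyme as full effect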
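In this quantitative HTS, ADP production by PI4K2A was quantified luminescently after 1 h at ambient temperature; 100 microM adenosine served as plate-quality control.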
BAZ2B block – inhibitors of human BAZ2B bromodomain. Q9UIF8. AlphaScreen BAZ2B-H3K14Ac peptide displacement. Potency, µM (series often up to 114 µM), for inactives: at the highest dose activity change, negative = inhibition, most hits filed as inhibitors. 4.4% of 360,000 active; note: potency is the fitted concentration of half-maximal effect; % is set by controls: 0 for no effect and ±100 for the full control effect; nearly all actives have a fitted effect of over 60% in size
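Inhibition is scored as reduced AlphaScreen emission. The BAZ2B/b-H3(5-23)K14Ac complex (50 nM each) in PBS pH 7.4, 0.01% Tween-20 meets compound (up to 110 uM) for 30 min at RT before bead addition.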
G9a block – blocks human histone lysine methyltransferase G9a; Q96KQ7; G9a H3K9 monomethylation, AlphaScreen, 2 h; Potency, µM (highest dose often 102 µM), for inactives: top-dose activity, negative = inhibition, hits mostly inhibitors; 8.8% of 350,000 active; AID 504332; note: potency is the fitted concentration of half-maximal effect; % is set by controls: 0 for no effect and ±100 for the full control effect; nearly all actives have a fitted effect of over 75% in size
Target sequence (Q96KQ7 913-1193 limits assumed): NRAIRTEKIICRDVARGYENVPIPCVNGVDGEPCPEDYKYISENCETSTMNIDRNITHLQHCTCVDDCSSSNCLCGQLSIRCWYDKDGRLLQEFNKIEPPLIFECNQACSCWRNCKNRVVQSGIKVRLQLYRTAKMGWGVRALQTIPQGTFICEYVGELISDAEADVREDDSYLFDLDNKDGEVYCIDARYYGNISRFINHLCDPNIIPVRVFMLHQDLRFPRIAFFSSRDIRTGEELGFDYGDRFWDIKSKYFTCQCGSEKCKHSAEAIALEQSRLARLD
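AlphaScreen read-out: biotin-H3K9 peptide (500 nM) methylation by 20 nM enzyme with 20 uM SAM, 2 h at room temperature after 15 min compound preincubation; anti-monomethyl H3K9 antibody plus donor/acceptor beads, 10 min dark.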
Starred values were filed as active, the others as inactive; ? = inconclusive; . = no result given; [ ] = another dose, or the depositor's remark. Unless noted, calls come from the whole dose curve; as a rule, active = well fitted curve in the direction sought with a large enough effect; inconclusive = small, poorly fitted or top-dose-only effect, or another doubt; inactive = no such curve, though single readings can be large; an effect the other way counts as inactive or inconclusive. A portion of the library; the hit share may differ from the screen's.

ALOX12 inh	structure	ERG-DNA inh	HP1b chromo inh	GLS inh	JMJD2A Tudor inh	RGS4 inh	PI4K2A inh	BAZ2B block	G9a block
?	COc1cccc(C2CC(=O)Nc3c2c(=O)n(C)c2nc4ccccc4n32)c1 (stereo unspecified)	1%	31%	-1%	-8%	-13%	0	-5%	6%[59 µM]
.	CCN(CC(=O)NCc1ccc(Cl)cc1)C(=O)CNS(=O)(=O)c1ccc(NC(C)=O)cc1	14%	47%[activator]	-5%	-6%	-30%	-4	-21%	72%[activator]
-19%	O=C(CSc1nnc(-c2ccncc2)n1CC1CCCO1)Nc1cccc(O)c1 (stereo unspecified)	-1%	23%	2%	-2%	-17%	-5	9%	-1%
-34%	C/C=C(\C)C(=O)NCCN1C2=NC[C@H](C(C)C)N2C[C@H]1Cc1ccc(O)cc1	-1%	3%	23%	-13%	-4%	2	-10%	8%[59 µM]
15%	O=C(NC1CCCCC1)c1ccc2[nH]c(=O)c(=O)[nH]c2c1	0%	40%[activator]	0%	-12%	4%	-2	-7%[57.1 µM]	9%
0%	Cc1ccc(NC2CCCCC2NS(=O)(=O)c2ccc(Cl)cc2)cc1 (stereo unspecified)	1%	40%[activator]	-4%	-4%	0%	-3	9%	11%[59 µM]
-12%	COCc1ccc(C(=O)NC2CCCc3c2cnn3-c2cc(C)cc(C)c2)s1 (stereo unspecified)	3%	42%[activator]	2%	-24%	8%[56.9 µM]	-5	4%	.
-45%	O=C(NCC(c1ccc2c(c1)OCO2)N1CCOCC1)c1ccc(F)cc1 (stereo unspecified)	1%	18%[57 µM]	-9%	-6%	16%	1	2%	19%[59 µM]
-9%	O=C(NCc1ccc2c(c1)OCO2)c1cc2ccccc2o1	2%	9%	8%	-10%	12%	-3	3%	-2%[59 µM]
-4%	O=C(c1ccco1)N1N=C(C2CCCCC2)CC1(O)C(F)(F)F (stereo unspecified)	4%	46%[activator]	-2%	5%[57.1 µM]	3%	2	-7%	.
0%	CNC(=O)Nc1ccccc1NC(=O)NC	0%	48%	16%	4%	-3%	2	6%	19%[59 µM]
-20%	Cc1ccc(NC(c2nnc(-c3ccccc3)o2)c2ccccc2F)c(Cl)c1 (stereo unspecified)	-1%	55%[activator]	12%	26%	0%	-4	16%	45%[activator][59 µM]
16%	COc1ccc2oc(C(=O)OCC(=O)NC(C)(C#N)C3CC3)c(C)c2c1 (stereo unspecified)	-1%	5%	1%	-18%	-26%	-2	9%	19%[0.501 µM]
?	COc1cc(/C=C2\SC(c3ccc(C)cc3)=NC2=O)cc(OC)c1O	-7%	13µM*	-2%	56µM*	?	9	35µM*	?
0%	CCN(CC)c1cc(C(F)(F)F)nc(-c2ccccn2)n1	-1%	16%	0%	-13%	1%	0	-7%	30%[59 µM]
2%	Cc1ccccc1OCC1CNC(=O)O1 (stereo unspecified)	-3%	21%	8%	-14%	14%	-1	-14%	8%
-3%	COc1cccc(-c2ccc(SCc3ccccn3)nn2)c1	5%	33%	4%	-8%	-4%	-29	0%	6%
0%	Cc1cc[n+](-c2[nH]c(=O)sc2/C=N/N=C(\[O-])c2ccccc2)cc1	5%	10%	10%	?	4%	2	50µM*	-39%
7%	O=C(Nc1nnc(C2CCCC2)s1)C1CCN(S(=O)(=O)c2ccc(Cl)cc2)CC1	.	22%	2%	-2%	-5%	1	-3%	2%[59 µM]
-8%	O=C(O)c1ccc(Br)cn1	10%	5%	0%	5.6µM*	-6%	-3	22µM*	22µM*
.	COC(=O)c1ccc(CCc2cc(O)ccc2O)cc1	.	?	?	6.3µM*	?	-4	.	.
.	Cc1c(CCC(=O)NC2CC2)c(=O)oc2c(C)c(O)ccc12	6%	8%	31%[activator]	-13%	-11%	-1	10%	.
170%[activator]	COc1ccc(OC)c(-c2csc(NC(=O)COC(=O)C3(C)CC3(Cl)Cl)n2)c1 (stereo unspecified)	2%	21%	1%	-34%	1%	-1	-28%	?
3%	CCOc1ccc(S(=O)(=O)N(CC(=O)Nc2ccc3c(c2)OCO3)c2ccccc2)cc1	-11%	25%	1%	3%	-3%	1	1%	4%[59 µM]
6%	Cc1cccc(NC(=O)NC2CCCCCCC2)c1C	3%	39%[activator]	-11%	-11%	6%	4	-13%	19%

3 entries drawn at random from the list so far:
ALOX12 inh	structure	ERG-DNA inh	HP1b chromo inh	GLS inh	JMJD2A Tudor inh	RGS4 inh	PI4K2A inh	BAZ2B block	G9a block
.	Cc1c(CCC(=O)NC2CC2)c(=O)oc2c(C)c(O)ccc12	6%	8%	31%[activator]	-13%	-11%	-1	10%	.
3%	CCOc1ccc(S(=O)(=O)N(CC(=O)Nc2ccc3c(c2)OCO3)c2ccccc2)cc1	-11%	25%	1%	3%	-3%	1	1%	4%[59 µM]
-19%	O=C(CSc1nnc(-c2ccncc2)n1CC1CCCO1)Nc1cccc(O)c1 (stereo unspecified)	-1%	23%	2%	-2%	-17%	-5	9%	-1%

Compounds shown so far that have fluorine:
ALOX12 inh	structure	ERG-DNA inh	HP1b chromo inh	GLS inh	JMJD2A Tudor inh	RGS4 inh	PI4K2A inh	BAZ2B block	G9a block
-45%	O=C(NCC(c1ccc2c(c1)OCO2)N1CCOCC1)c1ccc(F)cc1 (stereo unspecified)	1%	18%[57 µM]	-9%	-6%	16%	1	2%	19%[59 µM]
-4%	O=C(c1ccco1)N1N=C(C2CCCCC2)CC1(O)C(F)(F)F (stereo unspecified)	4%	46%[activator]	-2%	5%[57.1 µM]	3%	2	-7%	.
-20%	Cc1ccc(NC(c2nnc(-c3ccccc3)o2)c2ccccc2F)c(Cl)c1 (stereo unspecified)	-1%	55%[activator]	12%	26%	0%	-4	16%	45%[activator][59 µM]
0%	CCN(CC)c1cc(C(F)(F)F)nc(-c2ccccn2)n1	-1%	16%	0%	-13%	1%	0	-7%	30%[59 µM]

(list continues)
ALOX12 inh	structure	ERG-DNA inh	HP1b chromo inh	GLS inh	JMJD2A Tudor inh	RGS4 inh	PI4K2A inh	BAZ2B block	G9a block
-23%	Cc1ccc(S(C)(=O)=O)cc1C(=O)Nc1ccc(S(=O)(=O)Nc2nccs2)cc1	16%	4%	5%	-13%	-2%	-3	-35%	23%[12.7 µM]
.	Cc1ccc(-n2nc3c(N4CCC(C(=O)NCc5ccccc5C)CC4)nnc(C)c3c2C)cc1	16%	13%	-9%	?	-45%[56.9 µM]	-8	?	-38%[59 µM]
-24%	CC1CCCCN1C(=O)c1cc2c(=O)n3ccccc3nc2s1 (stereo unspecified)	-4%	?	?	-14%	2%	-21	4%	?
-15%	COc1ccccc1N1CCN(C(=O)Cn2c(=O)n3nc(-c4cccc(C)c4)nc3c3ccccc32)CC1	0%	-9%	-3%	0%	13%	4	0%	-3%[59 µM]
336%[activator]	Cn1c(SCC(=O)Nc2ccc(F)cc2F)nnc1-c1cccnc1	-11%	28%	2%	-11%	7%	-2	4%	-29%[59 µM]
-20%	O=C(O)CCC(=O)Nc1cccc(-c2csc(-c3ccccc3)n2)c1	17%	29%	12%	-6%	-3%	-5	-20%	?
1%	Cc1ccc(NC(=O)/C(C#N)=C\c2ccc(-c3ccc(Cl)cc3)o2)c(C)c1	-6%	-2%	3%	-17%	9%	-1	-12%	2%[59 µM]
3%	CCN(C(=O)NCc1noc2ccccc12)c1cc(C)ccc1C	0%	30%	13%	-8%	-2%	1	-15%	0%[59 µM]
-14%	CC(CN1CCCCC1)OC(=O)c1ccccc1Cl (stereo unspecified)	11%	14%	7%	-25%	?	-3	18%	?
-14%	Cc1cccc(-n2ncc3c(Nc4c(C)cc(C)cc4C)ncnc32)c1	2%	14%	-1%	-22%	8%	2	-12%	2%[59 µM]
-5%	Cc1ccccc1NC(=O)Cc1nc(COC(=O)c2ncc(Cl)c(Cl)c2Cl)cs1	2%	62%[activator]	4%	-3%	-28%	2	.	.
-3%	CCCN1CCC(=O)N(CCSc2ccccc2)CC1	-3%	29%	5%	-19%	31%	6	-30%	-42%
0%[57.4 µM]	O=C(Nn1cnnc1)c1ccccc1-c1ccccc1	1%	29%	-1%	?	-14%	2	-2%	23%[59 µM]
0%	O=C(NCCCN1CCCC1=O)c1cccc(N2CCCC2=O)c1	-4%	30%	7%	12%	-2%	3	13%	21%
-11%	Cc1cc(C)cc(NC(=O)CSc2nc(-c3ccccc3)c3cc(F)ccc3n2)c1	10%	24%	-3%	-18%	8%	4	-1%	-3%[59 µM]
-22%	COCCN(C(=O)COC(=O)c1ccc2c(c1)OCCO2)c1c(N)n(Cc2ccccc2)c(=O)[nH]c1=O	3%	5%	1%	-17%	8%	-1	-4%	5%
?	COc1ccc(NC(=O)c2c(NC(=O)c3cccc(C)c3)sc3c2CCCC3)cc1	5%	32%	-16%	2%	15%	-7	3%	?
-2%	CCc1cc(C(=O)N2CCN(c3ccccc3)CC2)no1	-2%	27%	18%	-8%	12%	1	2%	3%[59 µM]
-20%	CCC(C)NCCOCCOc1ccc(Br)cc1C (stereo unspecified)	-2%	?	5%	28µM*	2%	2	-6%	?
78%[activator]	CC1(C)CC(=O)C=C(NCc2cccc(C(F)(F)F)c2)C1	-1%	10%	5%	-12%	-12%	1	5%	12%

Screens from PubChem.
